High-throughput results as filed in PubChem BioAssay.
hcDAF-12 act = H. contortus DAF-12 nuclear receptor activators, primary screen, cell-based, luminescence, HEK293, lit1-tk-luc reporter; HEK293 hcDAF-12 lit1-tk-luc reporter; 0% DMSO, 100% Δ7-dafachronic acid; activation, % at 6.8 µM; 1.4% of 370,000 active; AID 652067, 2013;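 active = activation above the mean of all tested compounds plus 3 SD, cut at about 5.5% in these data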;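 note: 100% = response to 3 µM Δ7-dafachronic acid high control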
SMARCA2 activ = SMARCA2 (BRM) function activators, primary screen, cell-based, luminescence, high throughput; MG213 cells, MMTV-luciferase reporter, dexamethasone, overnight; activation, % at 9.1 µM; 1% of 370,000 active; AID 652017, 2013; in the data active = activation above about 7.8%;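 note: 0% = vehicle wells and 100% = reference activator wells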
hgDAF-12 ag = H. glycines DAF-12 receptor agonists, primary screen, cell-based, luminescence, HEK293, GAL4 fusion, UAS-luciferase | Nuclear hormone receptor DAF-12 (Heterodera glycines), GAL4 fusion | HEK293 GAL4-hgDAF12 UAS-luciferase reporter, agonist luminescence; normalized to butyrate control | 1.8% of 370,000 active | AID 687014, 2013 | activation, % at 6.8 µM;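 active = activation above a cutoff set at the mean of all screened compounds plus 3 SD, cut at about 10% in these data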;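 note: 0% = DMSO wells and 100% = sodium butyrate wells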
sPLA2-III inh = human group III sPLA2 inhibitors, primary screen, biochemical, QFRET, BODIPY PC-A2 liposome substrate; Group 3 secretory phospholipase A2 (Homo sapiens), Q9NZ20; QFRET BODIPY PC-A2 liposome hydrolysis, fluorescence; inhibition, % at 12.2 µM; 0.56% of 370,000 active; AID 743126, 2013;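 active = inhibition above mean plus 3 SD of compounds lying within the high and low control bounds, cut at about 19% in these data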;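 note: 0% = median of test compound wells and 100% = no enzyme DMSO wells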
Target sequence (Q9NZ20 whole entry, looked up): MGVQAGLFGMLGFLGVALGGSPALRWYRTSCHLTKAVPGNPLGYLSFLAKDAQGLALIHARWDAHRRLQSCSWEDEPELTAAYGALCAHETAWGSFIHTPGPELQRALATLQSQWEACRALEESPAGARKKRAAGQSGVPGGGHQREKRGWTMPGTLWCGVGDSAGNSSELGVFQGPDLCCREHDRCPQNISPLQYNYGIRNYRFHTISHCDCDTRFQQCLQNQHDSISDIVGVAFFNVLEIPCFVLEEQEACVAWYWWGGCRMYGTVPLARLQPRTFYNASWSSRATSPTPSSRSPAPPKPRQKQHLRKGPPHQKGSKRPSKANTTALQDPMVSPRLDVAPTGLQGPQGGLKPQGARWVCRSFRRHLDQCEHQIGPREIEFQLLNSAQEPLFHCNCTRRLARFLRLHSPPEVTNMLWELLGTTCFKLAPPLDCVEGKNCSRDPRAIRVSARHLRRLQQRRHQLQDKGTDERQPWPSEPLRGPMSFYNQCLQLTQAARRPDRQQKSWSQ
DAX1 inh-1 = DAX1 (NR0B1) inhibitors, primary screen, cell-based, HEK293, Gal4-DAX1, luciferase luminescence. Nuclear receptor subfamily 0 group B member 1 (Homo sapiens), P51843. HEK293 Gal4-DAX1 luciferase reporter. inhibition, % at 6.75 µM. 0.99% of 340,000 active. AID 504766, 2011;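 active = inhibition above the mean over all tested compounds plus 3 SD, cut at about 4.2% in these data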;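 note: 0% = DAX1-transfected cells with DMSO and 100% = empty-vector control cells with DMSO; inhibition shows as a rise in luminescence from relieved DAX1 repression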
Target sequence (P51843 207-470 limits assumed): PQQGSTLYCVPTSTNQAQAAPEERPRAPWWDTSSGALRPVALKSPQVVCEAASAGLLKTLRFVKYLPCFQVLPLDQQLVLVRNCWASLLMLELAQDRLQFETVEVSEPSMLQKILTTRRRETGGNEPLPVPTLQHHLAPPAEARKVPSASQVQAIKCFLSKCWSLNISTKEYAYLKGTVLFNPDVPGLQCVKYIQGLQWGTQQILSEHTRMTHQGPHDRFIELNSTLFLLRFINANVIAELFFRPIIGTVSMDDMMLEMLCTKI
KLK7 zymogen act = proKLK7 zymogen activators, primary screen, biochemical, fluorescence intensity. 0.9% of 370,000 active. activation, % at 7 µM. Kallikrein-7 (Homo sapiens), P49862. purified proKLK7, EDANS-DABCYL substrate fluorescence; 100% is mature enzyme control, 0% vehicle;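 active = activation above the mean of all tested compounds plus 3 SD, computed per campaign excluding outliers beyond control limits, cut at about 13% in these data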
Target sequence (P49862 whole entry, looked up): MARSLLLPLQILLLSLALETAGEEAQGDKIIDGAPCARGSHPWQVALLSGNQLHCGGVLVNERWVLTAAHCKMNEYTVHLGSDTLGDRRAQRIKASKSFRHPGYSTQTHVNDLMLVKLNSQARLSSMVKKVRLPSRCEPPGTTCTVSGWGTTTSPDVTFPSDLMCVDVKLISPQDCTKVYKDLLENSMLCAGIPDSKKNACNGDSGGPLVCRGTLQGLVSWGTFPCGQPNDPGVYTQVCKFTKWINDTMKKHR
GC-A act = GC-A stimulated cGMP production enhancers – HEK293 GC-A cells, cGMP TR-FRET, EC30 ANP, primary screen. Atrial natriuretic peptide receptor 1 (Homo sapiens), P16066. 0% at EC30 ANP, 100% saturating ANP. AID 1671463, 2021. 0.14% of 370,000 active. activation, % at 10 µM; in the data active = activation above about 40%
ssDAF-12 act = S. stercoralis DAF-12 nuclear receptor activators, primary screen, cell-based, luminescence, HEK293, GRIP1 co-expression, lit1-tk-luc | Nuclear hormone receptor DAF-12 (Strongyloides stercoralis) | HEK293 ssDAF-12/GRIP1 lit1-tk-luc reporter; % of 3 µM dafachronic acid response | activation, % at 6.8 µM | 1% of 370,000 active;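 active = activation above the mean over all tested compounds plus 3 SD, cut at about 0.9% in these data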;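 note: 0% = DMSO-only wells and 100% = 3 µM delta7-dafachronic acid wells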
FXN GAA850 act = FXN promoter activators, primary screen, cell-based, luciferase luminescence, HEK293 lucGAA850. activation, % at 6 µM. 0.56% of 360,000 active. HEK293 lucGAA850 FXN promoter luciferase reporter, 24 h; percent of 10 µM SAHA response;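 active = activation above the average of all compounds screened plus 3 SD, cutoff fixed separately per campaign, cut at about 7.5% in these data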;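 note: 0% = DMSO wells and 100% = 10 µM SAHA wells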
GC-B act = human GC-B receptor activators, primary screen, HEK293 GC-B cells, cGMP TR-FRET, EC30 CNP; Atrial natriuretic peptide receptor 2 (Homo sapiens), P20594; 0% at EC30 CNP, 100% saturating CNP; AID 1920062, 2024; 0.11% of 370,000 active; activation, % at 10 µM;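 active = activation at 10 µM reaching about 35% in either raw or pattern-adjusted values, limit read from the data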
DAX1 inh-2 = DAX1 (NR0B1) inhibitors on StAR promoter, primary screen, cell-based, luminescence, SF-1 (NR5A1), full-length DAX-1. HEK293T StAR-luciferase reporter, SF-1/DAX-1 repression relief. inhibition, % at 6.8 µM. 1.1% of 370,000 active. AID 652010, 2013;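 active = inhibition above the mean over all tested compounds plus 3 SD, cut at about 3.6% in these data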;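 note: 0% = DAX-1 cells with DMSO and 100% = cells lacking DAX-1 with DMSO; higher inhibition means more luminescence from relief of DAX-1 repression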
Starred values were filed as active, the others as inactive; · = not tested or not shown.

SMILES	hcDAF-12 act	SMARCA2 activ	hgDAF-12 ag	sPLA2-III inh	DAX1 inh-1	KLK7 zymogen act	GC-A act	ssDAF-12 act	FXN GAA850 act	GC-B act	DAX1 inh-2
COc1cccc(NC(=O)Cc2nc(-c3ccccc3)sc2-c2ccc(C)cc2)c1	1.5	-3	5.8	-17	-0.5	5.9	1	-0.8	-0.5	4	-0.8
Cc1ccc(OCc2cc(C(=O)NCCn3cccn3)no2)cc1C	-0.5	1	3.9	-9	-0.4	0.5	3	-0.9	1.4	-1	0.6
COC(=O)/C(=C/c1ccco1)NC(=O)c1ccccc1	0.0	2	1.7	-3	-0.7	1.3	0	-0.4	3.2	-2	0.1
O=C(Nc1ccccc1C(=O)NC(Cc1ccccc1)C(=O)NC1CCCCC1)c1ccccc1 (stereo not given)	-1.2	-3	0.2	7	0.4	0.2	3	-0.9	7.7*	3	0.8
O=C(Nc1cccc(F)c1)c1cc(S(=O)(=O)N2CCC(C(=O)O)CC2)ccc1F	-1.4	-3	-2.1	8	0.9	0.2	5	-1.1	0.5	4	-0.5
COCCCNC(=O)Cn1cnc(C(=O)Nc2ccc(C)c(C)c2)n1	0.4	-3	2.0	1	1.1	-0.1	4	-0.1	-0.1	1	0.4
COc1ccc(CNC(=O)C2CC(c3ccccc3[N+](=O)[O-])=NO2)cc1 (stereo not given)	0.9	2	1.8	7	1.8	-0.5	0	-0.9	3.4	4	0.0
CCC(C)c1ccc(O)c(NC(=S)NC(=O)c2cccs2)c1 (stereo not given)	2.4	1	5.6	8	1.9	1.1	-4	-0.9	-1.3	-10	2.5
COc1ccc(NC(=O)C2CCCN(S(=O)(=O)c3ccc4[nH]c(=O)ccc4c3)C2)cc1OC (stereo not given)	2.0	15*	0.5	1	0.3	-0.1	2	-0.5	0.1	2	0.2
COc1ccc(-c2nc(CS(=O)CC(=O)NCC3CCCO3)c(C)o2)cc1 (stereo not given)	3.0	2	-1.8	-4	-1.0	0.3	-2	-0.7	-0.7	-6	-0.8

A second format for some results above.
| smiles | hcDAF-12 act | SMARCA2 activ | hgDAF-12 ag | sPLA2-III inh | DAX1 inh-1 | KLK7 zymogen act | GC-A act | ssDAF-12 act | FXN GAA850 act | GC-B act | DAX1 inh-2 |
| --- | --- | --- | --- | --- | --- | --- | --- | --- | --- | --- | --- |
| COC(=O)/C(=C/c1ccco1)NC(=O)c1ccccc1 | 0.0 | 2 | 1.7 | -3 | -0.7 | 1.3 | 0 | -0.4 | 3.2 | -2 | 0.1 |
| O=C(Nc1ccccc1C(=O)NC(Cc1ccccc1)C(=O)NC1CCCCC1)c1ccccc1 (stereo not given) | -1.2 | -3 | 0.2 | 7 | 0.4 | 0.2 | 3 | -0.9 | 7.7* | 3 | 0.8 |

(next part)
SMILES	hcDAF-12 act	SMARCA2 activ	hgDAF-12 ag	sPLA2-III inh	DAX1 inh-1	KLK7 zymogen act	GC-A act	ssDAF-12 act	FXN GAA850 act	GC-B act	DAX1 inh-2
O=C(CSc1ccccc1)NN1C(=O)c2ccccc2C1=O	0.0	1	-0.9	-2	0.5	-0.1	5	-1.3	-0.1	-3	-0.1
Cc1ccc(C(=O)COC(=O)c2cccc(N3C(=O)c4c(C)nc5ccccc5c4C3=O)c2)cc1C	2.1	2	1.8	8	1.6	1.1	-2	0.4	3.7	-8	0.2
COc1cc2c(cc1OC)-c1cc(OCCN3CCOCC3)nc(=O)n1CC2	-1.7	2	2.0	0	-0.7	77*	2	-1.2	3.7	5	-0.7
NC(=O)COC(=O)CNC(=O)c1sc2ccccc2c1Cl	-0.7	1	-0.7	3	2.3	-0.7	-4	-0.8	-2.2	-2	-0.2
CCN(CC)S(=O)(=O)c1ccc(OC)c(NC(=O)c2ccc(OC)c([N+](=O)[O-])c2)c1	-1.6	-4	-3.4	-14	-1.6	0.1	-3	-1.9	0.1	-8	-1.2
CCC1OC2(C)OC(=N)C1(C#N)C(C#N)(C#N)C2c1ccccc1 (stereo not given)	-1.6	-1	-0.1	-13	1.1	12	2	-0.1	0.3	-3	-0.2
COC(=O)c1ccc(C(=O)OC)c(NC(=O)CCc2ccc(C)o2)c1	-1.6	1	0.1	-9	0.1	0.5	-2	-1.1	0.5	-3	-0.3
CC(=O)c1ccc(NC(=O)NC2CCCCN(Cc3ccc(Cl)cc3)C2=O)cc1 (stereo not given)	-2.7	-1	0.1	-17	·	0.3	0	-1.1	·	-2	-1.7
COc1cc(CC(=O)Nc2ccc3c(c2)CCC3)cc(OC)c1OC	-3.0	-6	-6.1	-7	-2.0	-0.1	4	-2.4	-0.5	2	-1.9
CN(c1ccc(C(=O)NCc2ccccn2)cc1)S(C)(=O)=O	-0.4	0	1.7	-2	-1.3	0.4	0	-1.5	0.3	1	0.1
CC(C)C(=O)n1nc(-c2cccnc2)nc1NCc1cccs1	0.5	-4	-4.0	8	1.8	-0.1	4	-1.7	0.5	13	-0.4
O=S(=O)(O)c1nc2ccccc2n1CCOc1ccccc1	-1.5	1	-2.7	-19	1.4	0.3	-4	-1.2	0.2	6	-0.9
CSc1nc2[nH]c(=O)[nH]c2c(=O)[nH]1	0.2	-3	0.3	-1	-0.2	0.7	-5	-0.5	-1.3	4	-0.4
CC(C)C1Oc2ccccc2C(=O)N(CC(=O)c2ccc3c(c2)OCCO3)C1=O (stereo not given)	3.4	7	3.5	-2	3.6	-3.1	0	-0.4	6.9	2	7.6*
CCCn1c(=N)n(CCOc2ccc(OC)cc2)c2ccccc21	-0.5	3	0.6	9	1.6	0.1	-18	-1.2	-3.1	-18	-1.1
Cn1ncc(Cl)c1C(=O)NCc1cc(C(C)(C)C)n[nH]1	1.6	-1	-3.5	4	-0.3	-0.5	-1	-1.5	0.2	-5	-0.2
O=C(CSC1CCc2ccccc21)NNC(=O)Nc1ccc(Cl)cc1 (stereo not given)	6.5*	0	16*	-28	·	-0.1	8	0.8	·	5	0.8
CCN1C(=O)[C@H]2[C@@H](c3ccc(-c4ccc(Cl)c(Cl)c4)cc3)N[C@@](CC(C)C)(C(=O)OC)[C@H]2C1=O	-1.3	-1	2.4	-2	0.1	0.0	-3	-1.0	1.5	0	0.0
O=C(O)c1ccc(S(=O)(=O)/N=C2\C=C(Nc3ccccc3F)C(=O)c3ccccc32)cc1	4.9	-8	-0.2	-2	-1.9	0.1	2	0.7	-5.5	-4	-2.2
CCOc1ccc(N(CC(=O)Nc2ccc(C)c(F)c2)C2=NC3CS(=O)(=O)CC3S2)cc1 (stereo not given)	4.0	-1	3.4	1	-0.1	0.1	7	-0.5	1.4	-1	0.4
C#CCOc1ccc2ccccc2c1/C=C(/C#N)c1ccc(C(=O)O)cc1	-0.4	-1	0.6	-25	2.7	0.6	0	-1.2	1.9	1	-0.4
CCOC(=O)N1CCN(C(=O)c2ccc3c(c2)sc2nc(-c4ccc(OC)cc4)cn23)CC1	-1.2	5	1.6	-1	2.9	0.8	7	-1.3	-2.6	13	-1.0
CCN(CC)c1nc(N)c2c(N)nc3c(c2c1C#N)CC(c1ccccc1)O3 (stereo not given)	-0.9	0	-1.5	2	0.5	-5.7	-7	-1.6	-0.8	-8	-1.6
CON(C)C(=O)/C=C/c1ccc([B-](F)(F)F)cc1	-0.1	1	4.3	4	0.9	0.5	4	-0.9	1.4	-3	1.4
O=C(CSc1nnc(-c2ccco2)n1-c1ccccc1)NCCc1ccccc1	-2.1	-1	1.0	-6	0.0	0.7	-4	-1.6	1.4	-1	-0.4
COc1ccc(N2C(N)=C(C#N)C(c3cccnc3)C3=C2CC(C)(C)CC3=O)cc1 (stereo not given)	-0.9	0	0.4	-1	2.6	-0.1	1	-0.9	1.2	3	0.5
Nc1c(C(=O)NCc2ccccc2)sc2nc(N3CCOCC3)c3c(c12)CCCC3	-2.6	2	-3.0	-4	1.4	-66	43*	-0.9	5.6	36*	-0.9
Cc1ccc2nc(-c3cccc(N)c3)[nH]c2c1	4.8	1	9.7	7	-1.5	-2.5	-1	-0.3	0.1	1	3.6
O=C(Nc1ccc(Cl)cc1)Nc1ccccc1C(=O)NCc1ccco1	-1.9	0	-0.9	-12	-1.3	0.2	3	-0.9	2.3	4	0.9
CC(=O)c1cccc(N/C=C\C(=O)c2ccc(C)cc2)c1	9.6*	10*	20*	-21	0.4	0.5	7	0.7	6.9	-5	6.0*
FC(F)(F)c1ccc(NCc2ccccn2)nc1	1.7	4	4.5	0	1.2	-0.1	2	-1.1	4.8	4	0.9
N#C/C(=C\c1cn(-c2ccccc2)nc1-c1ccccc1)S(=O)(=O)c1ccccc1	-1.2	0	1.9	2	-0.8	0.1	0	-1.6	-2.6	-1	0.5
Cc1cc(C(=O)Nc2ccc(Cl)c(Cl)c2)n(-c2ccccc2)n1	-0.7	-1	0.4	-18	·	0.2	-1	-0.8	·	-4	-0.9
c1ccc(-c2cnc(SCCN3CCOCC3)n2CC2CCCO2)cc1 (stereo not given)	-0.5	0	-1.3	-3	0.8	0.3	0	-1.2	1.9	0	-0.6
O=C(NCc1ccccc1)c1cc(-c2ccncc2)nc2ccc(S(=O)(=O)N3CCOCC3)cc12	-0.3	-2	0.0	6	-0.5	-0.6	7	-1.2	0.8	4	0.3
COc1cc(NS(=O)(=O)c2cccc3nsnc23)cc(OC)c1	0.3	-3	0.0	-3	0.1	0.1	0	-0.4	0.2	-2	-0.7
COC(=O)CCC(=O)OC	1.9	-2	-0.2	0	4.4*	-0.2	1	-1.1	1.7	-2	0.0
CCC1CCCCN1C(=O)CSc1nnc2nc(C)cc(C)n12 (stereo not given)	-0.5	-3	1.4	2	-0.1	1.2	1	-1.7	1.0	0	4.0*
